# Assay outcomes as filed in PubChem BioAssay.
# M17LAP inhibition: P. falciparum M17LAP inhibitors, primary screen, biochemical, fluorogenic H-Leu-NHMec substrate, 1536-well (AID 1619); 220,000 compounds, 0.38% hits; recombinant M17LAP, H-Leu-NHMec fluorogenic kinetic assay; higher % means a stronger effect; one-dose inhibition, % at 30 µM; IC50 in µM for titrated hits;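 active means compound inhibiting the enzyme by more than half at any dose during confirmatory dose-response retesting; inconclusive means strong single-dose inhibitors picked by rank but not retested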;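 further: plate controls were full reaction with DMSO carrier for no effect and no enzyme background for full effect; strong numbers were not always called active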
# ER stress rescue: rescue of cells from ER stress-induced death, primary screen, 384-well, CSM14.1, thapsigargin, ATP luminescence (AID 1222); CSM14.1 thapsigargin-induced death rescue, ATP luminescence; higher % means a stronger effect; cellular ATP content (survival), % at 20 µM; hits with a dose series show EC50 in µM; 190,000 tested, under 10 active;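 active means EC50 below 50 µM in the dose-response confirmation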;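 further: death triggered by thapsigargin at about 15 µM added after 2 h compound pretreatment; cell ATP read after overnight thapsigargin exposure of roughly 18 to 22 hours; normalized against plate controls of thapsigargin alone and 5% DMSO vehicle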
# M1AAP inhibition: malaria alanyl aminopeptidase activity blockers – biochemical, fluorogenic H-Leu-NHMec substrate, 1536-well (AID 1445). recombinant M1AAP, H-Leu-NHMec fluorogenic kinetic assay; higher % means a stronger effect. one-dose inhibition, % at 30 µM; IC50 in µM for titrated hits. 220,000 compounds, 0.42% hits;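 active means primary inhibition above the hit cutoff, then over 50% inhibition at one or more dose response concentrations, cut at about 23% in these data, passing the limit was not always enough; inconclusive means conflicting primary data, or primary hits not chosen for dose response; inactive means low primary inhibition, or under 50% at every dose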;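 further: plate controls were DMSO full reaction for no effect and no enzyme background for full effect; strong numbers were not always called active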
# TNAP activators: stimulation of alkaline phosphatase TNAP activity – biochemical, luminescent, no phosphate acceptor, uHTS, primary screen (AID 1001); purified TNAP, luminescent activation assay, no phosphate acceptor; higher activation fold means a stronger effect; one-dose activation fold at 20 µM; EC50 in µM for titrated hits; 200,000 compounds, 0.03% hits; in the data active means activation fold from about 3, or a potency from the dose series; inactive means the rest, 99 in 100 with activation fold below about 1.6; further: many of its hits are not listed in these tables
# XIAP antagonists: XIAP antagonists, biochemical, IAP family, fluorescence polarization (AID 1018); XIAP BIR domain, fluorescence polarization peptide displacement; higher % means a stronger effect; one-dose displacement, % at 20 µM; IC50 in µM for titrated hits; 200,000 compounds, 0.007% hits; in the data active means displacement above about 50%; further: a part of the inactive calls stands beside numbers as strong as those of hits
# Myeloid diff 2: compounds promoting myeloid differentiation | ER-HoxA9 myeloid progenitors, lysozyme-GFP differentiation, flow cytometry | AID 624256 | calls only at 10 µM | 360,000 compounds, 1% hits;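 active means normalized GFP-positive differentiation at or above the plate's own cutoff, the solvent-only control mean plus 3 SD; inconclusive means no clear call, values can overlap the other calls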;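 further: cells exposed to compound for four days before flow analysis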
# LYP phosphatase: PTPN22 lymphoid phosphatase activity blockers – biochemical, fluorescence intensity, uHTS (AID 1779). 290,000 compounds, 0.054% hits. one-dose inhibition, % at 11.5 µM; IC50 in µM for titrated hits. recombinant LYP phosphatase, fluorescence intensity; higher % means a stronger effect;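 further: plate controls were vehicle with enzyme for no effect and no enzyme for full effect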
# PMI inhibitors: MPI enzyme activity inhibition – biochemical, fluorescence intensity, coupled assay, primary screen (AID 1209); inhibition, % at 20 µM; hits with a dose series show IC50 in µM; 190,000 compounds, 0.42% hits; purified PMI enzyme, coupled fluorescence intensity; higher % means a stronger effect;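 further: plate controls were DMSO vehicle for no effect and wells lacking substrate for full effect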
# human PMI inhibitors: human PMI inhibitors, high substrate, primary screen, biochemical, fluorescence intensity, high mannose 6-phosphate (AID 1220). recombinant PMI enzyme, coupled fluorescence intensity; higher % means a stronger effect. one-dose inhibition, % at 20 µM; IC50 in µM for titrated hits. 190,000 compounds, 0.66% hits
# Myeloid diff 2 GFP+ MAC1+ %: further read-out of Myeloid diff 2, marked with its call; GFP+ MAC1+ double positive, %; measured here: differentiation confirmed by MAC1 staining
# An asterisk follows results filed as active; i = inactive; ? = inconclusive; · = no result given. Unless noted, no stated cut-off is given here; in the data, active means inhibition above about 50%; inactive means the rest.
SMILES,M17LAP inhibition,ER stress rescue,M1AAP inhibition,TNAP activators,XIAP antagonists,Myeloid diff 2,Myeloid diff 2 GFP+ MAC1+ %,LYP phosphatase,PMI inhibitors,human PMI inhibitors
O=C(COc1ccc(Br)cc1Cl)NC1CCCCC1,21.8%,-4.8%,7.8%,1.2,-4.3%,i,0.2,-3.3%,-1.6%,-8.7%
C/C(Cn1nnc2ccccc21)=N\NC(=O)c1cccc(Br)c1,7.7%,-2.9%,6.0%,1,-12.7%,i,0.8,1.6%,-15.4%,-8.1%
N#Cc1ccsc1NC(=O)COC(=O)c1ccc(NC(N)=O)cc1,-0.2%,0.0%,2.3%,1.1,-1.7%,i,1.1,-13.1%,4.8%,13.1%
COc1ccc(N(C(=O)C(C)C)S(=O)(=O)c2ccc(Cl)cc2)cc1,-1.2%,-1.4%,7.9%,1,-4.3%,i,0.6,-1.3%,9.4%,7.1%
COc1cc(NC(=O)Cn2cnc3ccccc3c2=O)c(OC)cc1Cl,12.8%,0.6%,11.3%,1,-5.3%,i,0.2,3.7%,7.3%,14.9%
COc1ccc(-c2nc3scc(-c4ccc(OC)c(OC)c4)c3c(=O)o2)cc1,0.3%,-3.4%,8.8%,1.3,5.6%,i,1.1,2.8%,0.1%,-6.2%
CCC(OC(=O)c1ccco1)C(=O)NCc1ccc(C)cc1 (stereo not drawn),-1.7%,-1.0%,-9.7%,0.9,-2.5%,i,4.7,4.8%,-4.0%,-0.1%
Cc1cc(C)nc(-n2nc(C)cc2NC(=O)c2cccc(S(=O)(=O)N3CCCCC3)c2)n1,0.7%,0.7%,6.7%,1.1,-1.9%,·,·,-1.0%,15.9%,10.8%
Cc1occc1C(=O)Nc1ccc(S(N)(=O)=O)cc1,10.4%,-0.8%,3.5%,1,-4.7%,i,0.1,-8.3%,8.8%,7.8%
COc1ccc(OC)c2[nH]c(=O)c(CCNC(=O)C3CCCCC3)cc12,7.5%,1.5%,3.8%,1,-4.3%,i,1.9,-0.6%,17.7%,25.2%
COc1ccc(NC(=O)c2ccc(-n3cccn3)nc2)c(OC)c1,-5.2%,-1.6%,-1.8%,1,-4.4%,i,1.8,-6.7%,-8.4%,18.4%
Cc1cc2cc(CN(Cc3ccco3)C(=O)NCc3ccccc3)c(=O)[nH]c2cc1C,6.0%,1.5%,0.8%,1.1,-1.5%,i,1.1,5.0%,6.9%,7.9%
COc1ccc(Cn2c(C)c(C)c(C#N)c2NC(=O)Nc2cccc(Cl)c2)cc1,3.5%,1.3%,-2.4%,1.1,-20.0%,i,4.5,-0.7%,13.3%,14.6%
Cc1nccn1CC(O)COc1ccccc1 (stereo not drawn),8.9%,2.0%,-0.7%,1,-0.9%,i,1.0,-4.8%,-2.5%,2.0%
Cc1nc2ccccc2n1CC(=O)N1CC(=O)Nc2ccccc21,5.4%,-0.9%,7.5%,1.1,-9.2%,i,2.9,-7.4%,7.6%,4.9%
CC1Cc2ccccc2N1S(=O)(=O)c1cccc(C(=O)OCC(=O)NC2CCS(=O)(=O)C2)c1 (stereo not drawn),-11.9%,0.3%,-1.9%,1.1,-10.7%,i,0.4,-2.0%,-7.0%,-12.9%
CC(C)COP(=O)(c1ccc(N(C)C)cc1)C(O)c1ccncc1 (stereo not drawn),16.0%,2.0%,-1.0%,1.1,-1.8%,i,1.4,-7.6%,5.1%,9.7%
Cc1ccc(CNC(=O)Cc2noc3ccccc23)cc1,-1.7%,-2.8%,-0.1%,1.1,1.9%,i,0.3,-5.1%,10.6%,3.1%
COc1ccc([N+](=O)[O-])cc1NC(=O)C1(c2ccccc2)CCOCC1,20.6%,2.5%,1.0%,1,-3.3%,i,0.8,-7.4%,-20.7%,-13.2%
Cc1ccccc1C1=NC(c2ccc(F)cc2F)ON1 (stereo not drawn),-5.8%,3.0%,-2.4%,1,-1.8%,i,1.2,-7.6%,19.3%,12.4%
CCN(CC)S(=O)(=O)c1ccc(N2CCCC2)c(C(=O)Nc2ccc(OC)c(Cl)c2)c1,14.4%,-0.2%,-0.9%,1,-10.3%,i,0.3,-1.7%,24.3%,12.7%
COc1cc(C(=O)N(Cc2ccc(F)cc2)C2CCS(=O)(=O)C2)cc(OC)c1OC (stereo not drawn),-3.0%,2.8%,-1.0%,1.2,-0.9%,i,3.1,-7.5%,10.3%,2.8%
CC(C)c1nnc(NC(=O)C2CCCCC2)s1,-1.8%,-0.7%,-2.8%,1.1,-3.8%,i,2.0,-3.1%,-8.6%,-4.0%
COc1ccc(CCN2C(=O)CC(NCc3ccc4c(c3)OCO4)C2=O)cc1OC (stereo not drawn),7.4%,-0.4%,-2.5%,1.1,-4.3%,i,1.4,-7.8%,29.4%,51.0%*
O=C(Nc1sc2c(c1C(=O)O)CCC2)c1ccccc1,33.7%,-0.8%,12.5%,1,-5.0%,i,1.1,-4.4%,-1.6%,-6.1%
CC1Cc2ccccc2N1C(=O)COC(=O)c1c2c(nc3ccccc13)CCCCC2 (stereo not drawn),0.7%,4.1%,2.6%,1.2,-1.0%,i,0.9,2.7%,20.0%,5.8%
COC(=O)C(Cc1ccccc1)NC(=O)COc1ccc(C(C)(C)C)cc1 (stereo not drawn),8.1%,-1.0%,3.3%,1.2,-3.3%,i,0.9,-7.8%,4.7%,1.4%
CC(C)N1CC23C=CC(O2)C(C(=O)OCc2ccccc2)C3C1=O (stereo not drawn),-1.1%,1.2%,-7.4%,1.1,-11.0%,i,1.7,-1.2%,-1.3%,6.8%
CC(=O)c1cccc(OCC(=O)N2CCN(c3ccc(C(F)(F)F)cn3)CC2)c1,-1.8%,·,3.2%,1.1,-4.5%,i,0.4,0.5%,-15.0%,-8.5%
COc1ccc(Br)cc1/C(C)=N/NC1=NCCN1,-5.8%,-1.1%,-1.2%,1,-3.9%,i,1.2,-1.0%,5.6%,-4.7%
CCCCn1c(C)cc2cc(O)ccc21,0.6%,-4.1%,2.5%,1.1,-3.2%,i,0.6,-3.8%,42.4%,34.4%
Oc1ccc(/C=N/Nc2nccnc2Cl)c(O)c1,6.6%,0.0%,8.1%,0.9,-5.4%,?,·,-10.0%,16.3%,16.2%
COC(=O)CNC(=O)c1ccc(NS(=O)(=O)c2cc([N+](=O)[O-])ccc2Cl)cc1,12.6%,·,7.2%,·,·,i,0.2,-1.0%,·,·
O=C(Nc1ccc(-c2nc3cccnc3s2)cc1)c1cccnc1Cl,1.2%,·,-7.6%,·,·,i,0.2,1.6%,·,·
O=S(=O)(Nc1nc(CN2CCOCC2)nc2sc3c(c12)CCCC3)c1cc(F)ccc1F,-8.8%,1.4%,20.7%,1.1,-3.1%,i,1.1,1.4%,-3.8%,-3.0%
Cn1ccnc1SCC(=O)Nc1cc(C(F)(F)F)ccc1N1CCOCC1,-1.7%,-3.6%,-3.6%,1,-5.9%,i,4.3,5.1%,-0.7%,-0.2%
COCC(C)NC(=O)c1ccccc1[N+](=O)[O-] (stereo not drawn),-0.7%,-3.0%,0.8%,1,-9.0%,i,0.2,-3.0%,-8.4%,-3.6%
CC(C)CNS(=O)(=O)c1ccc(CC(C)C)cc1,-1.2%,-10.4%,2.7%,1.2,-2.8%,i,0.3,2.1%,-5.5%,-7.1%
CCn1c(=NC(=O)CSC(C)=O)sc2ccccc21,11.4%,-3.2%,0.2%,1.1,-3.4%,i,2.7,1.3%,8.6%,4.0%
CC(=O)c1ccc(NC(=O)c2noc3c2CCCCC3)cc1,4.7%,-0.7%,-0.7%,1,-6.7%,i,9.3,6.4%,4.7%,1.0%
Cc1c(CCC(=O)O)c(=O)oc2cc3occ(C(C)(C)C)c3cc12,7.2%,·,12.5%,·,·,i,0.3,-5.2%,·,·
CCC(C(=O)NC1CCCCC1)n1c(SCc2ccc(F)cc2)nc2ccncc21 (stereo not drawn),5.7%,-3.0%,-0.2%,1,-3.3%,i,2.2,-3.9%,-6.6%,-3.1%
c1cc(C2CCCCC2)ccc1Oc1nc(N2CCOCC2)nc(N2CCOCC2)n1,-5.1%,3.1%,3.7%,1,-2.3%,i,0.3,3.8%,9.9%,16.7%
Cc1cc(NC(=O)c2c(Cl)cnn2C)no1,1.1%,-2.5%,-6.0%,1.1,-20.9%,i,0.6,-5.2%,-1.1%,-4.8%
CCCOc1cccc(-c2nnc(N)s2)c1,2.3%,0.7%,-15.5%,1.1,2.9%,i,1.3,-5.0%,6.1%,5.1%
COc1ccc(C2CC(=O)N(CC(=O)NCC3CCCO3)c3ccccc3S2)cc1OC (stereo not drawn),22.4%,2.8%,-3.2%,1.1,-6.1%,i,0.1,-6.1%,1.5%,3.9%
CCOC(=O)N1CCC2(CC1)C(C#N)=C(N)Oc1c2c(C)nn1-c1cccc(Cl)c1,17.9%,-2.9%,6.2%,1.1,-5.3%,i,2.8,-1.7%,-45.0%,-99.5%
Cc1ccc(C)c(OCCn2cc(/C=C(\C#N)C(=O)NCc3ccco3)c3ccccc32)c1,12.3%,0.0%,6.6%,1.1,-7.2%,i,0.4,1.9%,7.6%,-3.0%
Cc1ccc(NC(=O)CSc2ccc(-c3ccc4c(c3)OCO4)nn2)cc1F,3.5%,-1.7%,-4.6%,1.1,-5.2%,i,1.1,-7.6%,2.0%,-6.2%
CCCCNC(=O)C1CCN(S(=O)(=O)N2CCOCC2)CC1,-2.2%,-7.8%,-5.6%,1,-1.2%,i,0.5,-4.9%,-35.0%,-3.5%
O=C(O)c1c(-c2ccccc2)c2oc3ccccc3c2[nH]c1=O,-59.4%,0.8%,?,1.1,0.1%,i,0.8,-16.4%,0.4%,7.3%
CCOC(=O)N1CCc2c(sc3c2c(=O)n(Cc2ccccc2)c(=O)n3Cc2ccc(C)cc2)C1,3.8%,-0.4%,2.3%,1.1,-5.8%,i,2.8,6.5%,-0.6%,0.0%
CCCC(c1nnnn1Cc1ccc(F)cc1)N1CCN(CC)CC1 (stereo not drawn),2.2%,-1.0%,3.1%,1,-0.2%,i,0.3,-9.6%,·,·

# Four compounds drawn at random from those above, as already listed:
SMILES,M17LAP inhibition,ER stress rescue,M1AAP inhibition,TNAP activators,XIAP antagonists,Myeloid diff 2,Myeloid diff 2 GFP+ MAC1+ %,LYP phosphatase,PMI inhibitors,human PMI inhibitors
O=C(O)c1c(-c2ccccc2)c2oc3ccccc3c2[nH]c1=O,-59.4%,0.8%,?,1.1,0.1%,i,0.8,-16.4%,0.4%,7.3%
O=C(Nc1sc2c(c1C(=O)O)CCC2)c1ccccc1,33.7%,-0.8%,12.5%,1,-5.0%,i,1.1,-4.4%,-1.6%,-6.1%
CCC(C(=O)NC1CCCCC1)n1c(SCc2ccc(F)cc2)nc2ccncc21 (stereo not drawn),5.7%,-3.0%,-0.2%,1,-3.3%,i,2.2,-3.9%,-6.6%,-3.1%
CC(=O)c1cccc(OCC(=O)N2CCN(c3ccc(C(F)(F)F)cn3)CC2)c1,-1.8%,·,3.2%,1.1,-4.5%,i,0.4,0.5%,-15.0%,-8.5%
